Bioassay records: PubChem BioAssay, several laboratories
AI-2 QS mod: Vibrio harveyi AI-2 quorum sensing modulators, primary screen, JMH597 strain, luminescence/OD600 ratio. Vibrio harveyi JMH597 AI-2 luminescence/OD600 ratio, 9 h; hits give low values; strain lacks LuxN and CqsS sensors; 0 = neutral-control median. activity change, % at 7.5 µM. 300,000 tested, 0.4% active; in the data active means activity change below about -75%, passing the limit was not always enough;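 further: luminescence divided by OD600 gain over 9 h not by final OD600 alone; inactives centre near 13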
PolyA inh: polyadenylation inhibitors in yeast reporter cells, primary screen, luminescence, S. cerevisiae. S. cerevisiae SKY197-pL101 polyadenylation reporter, beta-gal luminescence; efflux-impaired pdr1/pdr3 knockout yeast; score 100 = 6 SD above DMSO. calls only at 12 µM. 300,000 tested, 0.02% active. AID 1875, 2009;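 active means lowest replicate activity score at least 50, where 100 means six control SD above control mean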;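 further: yeast exposed to compound for 9 h at 30 °C; higher score means more reporter readthrough which indicates perturbed polyadenylation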
HDAC3 inh: HDAC3 deacetylase inhibitors, primary screen, biochemical, fluorescence, cell-free homogeneous | recombinant HDAC3, fluorogenic peptide/trypsin coupled | inhibition, % at 8.3 µM | 320,000 tested, 0.15% active | AID 2718, 2010; in the data active means inhibition above about 26%, passing the limit was not always enough
Target sequence (O15379 whole entry, looked up): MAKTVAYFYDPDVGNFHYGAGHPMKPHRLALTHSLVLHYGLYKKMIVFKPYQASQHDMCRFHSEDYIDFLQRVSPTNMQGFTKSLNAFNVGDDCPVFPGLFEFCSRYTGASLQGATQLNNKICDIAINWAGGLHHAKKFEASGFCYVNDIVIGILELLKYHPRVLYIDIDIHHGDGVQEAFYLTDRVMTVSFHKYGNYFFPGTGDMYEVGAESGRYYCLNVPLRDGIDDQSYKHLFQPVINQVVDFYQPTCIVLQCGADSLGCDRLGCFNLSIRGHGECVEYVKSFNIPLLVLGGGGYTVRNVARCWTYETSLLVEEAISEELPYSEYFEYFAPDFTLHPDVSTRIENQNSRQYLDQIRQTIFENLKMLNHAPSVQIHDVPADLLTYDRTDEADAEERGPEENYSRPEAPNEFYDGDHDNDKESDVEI
Platelet DG rel: inhibitors of platelet dense granule secretion, primary screen, cell-based, MLPCN, human platelets; human platelet-rich plasma, SFLLRN dense granule ATP release, luminescence; inhibition, %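 (compounds screened at 7.5 µM in platelet-rich plasma)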; 300,000 tested, 0.22% active;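 active means mean replicate score, as percent of positive control, at or above 50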
Dyrk1A ADPGlo: rat Dyrk1A kinase inhibitors, primary screen, biochemical, single point, plate reader; ADP-Glo luminescence, NFATc1 peptide; inhibition, % at 12.5 µM; 310,000 tested, 0.43% active; in the data active means inhibition above about 50%;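 further: plate controls were vehicle with enzyme for no effect and no enzyme for full effect; many of its hits are not listed in these tables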
HSP90 inh: HSP90 inhibitors, primary screen, cell lysate, luminescence. inhibition, % at 5.6 µM. Rabbit reticulocyte lysate, luciferase refolding luminescence, 3 h. Heat shock protein HSP 90 (rabbit reticulocyte lysate; luciferase refolding). 290,000 tested, 0.91% active. AID 1789, 2009;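 active means inhibition above the screen-wide mean plus 3 SD, computed separately per campaign, cut at about 16% in these data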;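 further: 0% = DMSO wells and 100% = 60 µM geldanamycin wells; inhibitors lower the luminescence because luciferase stays unfolded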
GSK3beta inhib: human GSK3beta kinase inhibitors, primary screen, biochemical, cell-free homogeneous, HTS | Glycogen synthase kinase-3 beta (Homo sapiens), P49841 | GST-GSK3beta kinase, ADP-Glo luminescence, 60 min; hits give low values | activity score (negative = inhibition), % at 10 µM | AID 2097, 2009 | 300,000 tested, 0.038% active;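 active means more than half of replicate wells score below -50%, meaning over 50% inhibition versus plate controls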;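 further: 0% = median DMSO wells and -100% = median GW8510 positive control wells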
Target sequence (P49841 whole entry, looked up): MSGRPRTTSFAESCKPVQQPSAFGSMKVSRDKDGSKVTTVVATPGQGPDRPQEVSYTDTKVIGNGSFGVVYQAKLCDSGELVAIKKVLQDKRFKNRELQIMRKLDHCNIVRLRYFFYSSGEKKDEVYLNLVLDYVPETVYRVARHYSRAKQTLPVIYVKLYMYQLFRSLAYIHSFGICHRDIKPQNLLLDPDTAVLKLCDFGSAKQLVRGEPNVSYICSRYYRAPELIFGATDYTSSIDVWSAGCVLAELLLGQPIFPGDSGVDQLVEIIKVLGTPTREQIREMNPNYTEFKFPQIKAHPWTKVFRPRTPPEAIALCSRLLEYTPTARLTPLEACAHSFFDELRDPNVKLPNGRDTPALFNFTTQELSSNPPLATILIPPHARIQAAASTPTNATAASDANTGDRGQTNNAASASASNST
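Assay system: GST-tagged human GSK3beta kinase, cell-free; Input: 1.6 ng GSK3beta; Medium: Tris/MgCl2 kinase buffer; Timing: 60 min enzyme reaction, room temperature; Signal: ADP-Glo luminescence quantifying ADP generated by kinase; Evaluation: score relative to plate controls; Benchmarks: DMSO neutral wells and GW8510 at 20 µM as positive.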
GSK3 alpha inh: blockers of GSK3A enzyme activity – biochemical, luminescence, cell-free homogeneous, HTS, primary screen; Glycogen synthase kinase-3 alpha (Homo sapiens), P49840; AID 2650, 2010; inhibition, % at 10 µM; GSK-3 alpha kinase, ADP-Glo luminescence, 60 min; 320,000 tested, 0.1% active;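 in the data active means inhibition above about 50%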;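 further: GST-tagged GSK-3 alpha with peptide substrate and 25 µM ATP; 0% = DMSO neutral wells and 100% = GW8510 positive control wells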
HSF-1 act: HSF-1 activators, primary screen, NIH3T3-HGL cells, MG132 stress, luminescence, single point. NIH3T3-HGL HSF-1 luciferase reporter, 8 h; 100% = twice DMSO control signal. activation, % at 9 µM. 300,000 tested, 1.7% active. AID 504408, 2011;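 active means mean replicate activation of at least 50% with a set share of replicates each reaching 50%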;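 further: 0% = median of the neutral control wells and 100% = twice that signal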
HSF1 inh: HSF1 inhibitors in luciferase reporter cells, primary screen, cell-based, NIH3T3, luminescence | NIH3T3-HGL HSE-luciferase, MG132-induced, luminescence 8 h; hits give low values | activity change, negative = inhibition, % at 7.5 µM (by protocol) | 300,000 tested, 0.77% active | AID 2098, 2009;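 active means more than half of replicate wells show activity change below -50%, luminescence cut by over half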;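 further: luciferase reports HSF-1 transcriptional activity via heat shock element; 0% = median of DMSO wells and -100% = zero luminescence signal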
Active calls of the source: *; i = inactive; · = no result given. This is a subset, so the mix of outcomes need not match the whole.

#	AI-2 QS mod	PolyA inh	HDAC3 inh	Platelet DG rel	Dyrk1A ADPGlo	HSP90 inh	GSK3beta inhib	GSK3 alpha inh	HSF-1 act	HSF1 inh	SMILES
1	20	i	·	9	2	5	-2	6	15	8	COc1ccc(C2CC(c3cccs3)=Nc3ccccc3S2)cc1OC (stereo not drawn)
2	21	i	2	-17	·	9	0	0	-2	-7	CC(NC(=O)Cc1ccccc1[N+](=O)[O-])c1ccccc1 (stereo not drawn)
3	13	i	-5	22	-2	-3	0	-1	6	-1	COc1cc(OC)cc(C(=O)N[C@H](C(=O)NCc2cccs2)C(C)C)c1
4	4	i	-11	3	7	-2	2	0	13	10	COc1cc(NC(=O)CSc2nc3ccccc3c(=O)n2C)ccc1NC(=O)c1ccco1
5	2	i	-1	-1	8	-2	5	1	-9	-15	O=C(Oc1c(-c2ccccc2)c(=O)n2c3c(cccc13)CC2)c1ccco1
6	27	i	·	5	·	-1	0	·	-4	-6	Cn1c2ccc(F)cc2c2nnc(NN)nc21
7	8	i	2	50*	6	5	-1	0	15	5	COc1ccc(C(=O)N2CCCC(c3nc(-c4ccc(OC)c(OC)c4)no3)C2)c(OC)c1 (stereo not drawn)
8	11	i	2	2	2	18*	-1	1	12	7	COc1ccccc1C(=O)NNC(=O)c1ccc2ccccc2c1
9	36	i	4	-2	-2	7	-4	2	6	-7	CCn1nnnc1SCC(=O)N1CCOCC1
10	9	i	2	11	1	-4	0	1	42	-1	O=C(N/N=C/C1CC2CCC1C2)c1ccc2c(c1)OCO2 (stereo not drawn)
11	-5	i	-7	11	·	-1	1	-2	29	19	Cc1ccccc1OCCCn1c(CO)nc2ccccc21
12	12	·	10	7	-2	-2	-3	-4	9	0	O=C(O)C(Cc1ccccc1)NS(=O)(=O)c1ccc(Cl)cc1 (stereo not drawn)
13	7	i	1	-13	4	0	-5	-2	43	27	Cc1ccc(F)cc1NC(=O)c1sc2ncn(CC(=O)N3CCN(c4ccccn4)CC3)c(=O)c2c1C
14	6	i	0	0	-1	2	2	-2	0	0	Cc1ccc(NC(=S)NCc2ccc(S(N)(=O)=O)cc2)c(C)c1
15	12	i	-4	3	-1	9	1	-3	20	-2	CS(=O)(=O)N1CCN(c2ccc(NC(=O)CSc3nnc(-c4ccco4)o3)cc2)CC1
16	5	i	4	-8	-6	-1	-3	-2	28	6	CC(C)N(CCC#N)C(=O)Nc1ccc2c(c1)CCO2
17	12	i	1	-7	-3	2	-1	-3	38	21	CC1CCN(CCNC(=O)c2ccc3c(=O)n(Cc4ccc(Cl)cc4)c(=S)[nH]c3c2)CC1
18	7	i	·	5	-2	·	-4	4	-16	-7	NC(=O)CSc1cn(CCNC(=O)c2cccs2)c2ccccc12
19	2	i	-2	-3	8	-1	2	-2	2	-5	O=C(NCCCN1CCCC1=O)c1ccc(Cl)c(NS(=O)(=O)c2ccc(F)cc2)c1
20	13	i	-1	-1	6	-4	-1	-1	-20	-10	CC(=O)Nc1cc2c(cc1C(C)=O)OCCO2
21	-3	i	2	8	·	-1	2	-2	8	-5	O=C(NCc1cccnc1)C1CCN(S(=O)(=O)c2cccnc2)CC1
22	21	i	5	18	2	6	3	0	1	-3	Cc1ccc(CC(=O)N2CCC(c3nc4c(nnn4Cc4ccccc4)c(=O)[nH]3)CC2)cc1
23	17	i	-7	0	-1	-1	1	1	34	25	CCCNC(=O)c1c(Cl)cnn1-c1ccc(C)cc1
24	-9	i	3	-11	9	·	1	-2	15	-1	N/C(=N\NS(=O)(=O)c1ccccc1Cl)c1ccccn1
25	3	i	-5	2	3	3	-3	0	6	-1	COc1ccc(C)cc1NC(=O)Cn1cnc2sc(C)c(S(=O)(=O)N3CCOCC3)c2c1=O
26	10	i	-1	3	10	-2	0	1	38	18	CN(C)CCCN1C(=O)c2cccc3c(Br)ccc(c23)C1=O
27	·	·	-3	·	2	-3	·	0	·	·	Cc1ccc2nc(/C(C#N)=C/c3ccc(-c4cccc([N+](=O)[O-])c4)o3)[nH]c2c1
28	-20	i	4	-8	7	-2	-7	-1	42	39	O=C(NCCc1cccc(Cl)c1)c1cccs1
29	29	i	-2	-7	-3	0	1	1	-7	-2	Cc1cccc(-c2noc(CCC(=O)NC3CCCCC3)n2)c1
30	-48	·	1	0	7	-1	-2	5	·	·	Clc1ccc(OCCN2CCN(c3ncnc4sccc34)CC2)cc1
31	9	i	4	3	7	6	3	-2	-6	-8	CCCN1CCN(S(=O)(=O)c2ccc3c(c2)OCCO3)CC1
32	6	i	3	-1	·	-2	1	0	-12	-8	CN1CCN(Cc2cc(Cl)c3cccnc3c2OC(=O)c2cccs2)CC1
33	8	i	-15	7	-3	8	0	0	8	0	O=c1ccc(Cl)cn1Cc1ccccc1F
34	24	i	2	-1	0	-2	2	-3	4	-10	COc1c(C(=O)Nc2ccccc2N2CCOCC2)cc2ccccc2c1Br
35	25	i	1	4	-1	2	0	1	7	-2	CCC(C(=O)Nc1cc(F)ccc1F)n1nc(C)c2c(C)n(-c3ccc(C)cc3)nc2c1=O (stereo not drawn)
36	21	i	-4	3	-4	1	3	3	11	-1	CN1CCC(=NNC(=O)C(=O)Nc2ccccc2F)CC1
37	24	i	19	-1	-5	3	3	-1	5	11	COc1cc(-c2nc(-c3ccccc3)c(-c3cc([N+](=O)[O-])ccc3C)[nH]2)cc(OC)c1OC
38	26	i	6	4	-1	-5	1	2	2	-2	COc1cc2ccccc2cc1C(=O)N(CCN(C)C)c1nc2c(F)cccc2s1
39	-3	i	2	-24	2	-5	0	0	-4	-16	O=C(COC(=O)CCc1c[nH]c2ccccc12)NCc1ccc(Cl)cc1
40	5	i	-6	3	-2	-1	-1	-6	·	·	Cc1nc(SCCOc2ccccc2)[nH]c(=O)c1Cc1ccccc1
41	25	i	8	-21	2	0	-1	-1	3	-1	O=C(Nc1ccccc1C(=O)N/N=C/c1ccc(F)cc1)c1ccccc1Br
42	24	i	·	-13	0	-5	-1	·	13	-6	CCCC(C)NC(=O)COc1ccc(Sc2ccc(OCC(=O)NC(C)CCC)cc2)cc1 (stereo not drawn)
43	11	i	-2	-44	-6	-5	-6	-3	32	9	CCc1ccc(N2CC(C(=O)OC)CC2=O)cc1 (stereo not drawn)
44	7	i	2	5	-16	-2	-2	-2	3	3	CCOC(=O)/C(N=O)=C(\O)C1CCN(C(=O)OCC)CC1
45	28	i	-2	0	·	4	6	5	-8	3	CC(C)(C)C1CCC(C(=O)Nc2cccnc2)CC1 (stereo not drawn)
46	12	i	-6	-4	-1	3	-2	-6	3	1	O=C(CN1CCSCC1)N/N=C/c1ccc(F)c(F)c1
47	28	i	-1	1	1	-1	-1	-4	11	-2	COCCOC(=O)C1=C(C)NC(=O)NC1c1cccc(F)c1 (stereo not drawn)
48	1	i	6	-3	8	-5	1	2	19	20	O=C(c1ccco1)N1CCCC(Nc2ccc3c(c2)OCCO3)C1 (stereo not drawn)
49	19	i	-3	-8	-1	-1	1	-2	-11	-12	O=c1[nH]c2ccccc2c(O)c1-[n+]1ccccc1
50	14	i	2	8	4	-6	-2	-1	-10	-5	Cc1cc(C(=O)OCC(=O)N2CC(C)OC(C)C2)ccc1[N+](=O)[O-] (stereo not drawn)
51	29	i	-2	1	-4	-4	0	-5	-9	0	Cc1ccc2c(c1)C(O)(CC(=O)c1cccnc1)C(=O)N2 (stereo not drawn)
52	25	i	-5	-6	-3	0	2	-1	-12	-8	CN(C)C(=O)NCc1ccc(S(N)(=O)=O)cc1
53	·	·	-3	·	3	1	·	3	·	·	CN(C)c1nc2ccccc2c(N)c1-c1ccccc1
54	-3	i	6	0	1	-2	-2	-2	13	2	CCOC(=O)N1CCC(NC(=O)c2ccc(CS(=O)c3cccc(Cl)c3)o2)CC1 (stereo not drawn)
55	21	i	4	-2	-3	-2	3	-1	8	6	Cc1ccc(S(=O)(=O)Cn2nnnc2C(C(C)C)N2CCN(Cc3ccco3)CC2)cc1 (stereo not drawn)
56	7	i	-1	-3	-2	-3	0	-1	7	9	Cc1cccc(C)c1NC(=O)C(NC(=O)c1ccccn1)c1ccc([N+](=O)[O-])cc1 (stereo not drawn)
57	0	i	3	0	-1	4	-1	-1	-3	-3	CC1(C)CC(=O)C(C2=NC3(CCCCCC3)Cc3ccccc32)=C(O)C1

Three compounds from above, sorted by formula weight, largest number first:
#	AI-2 QS mod	PolyA inh	HDAC3 inh	Platelet DG rel	Dyrk1A ADPGlo	HSP90 inh	GSK3beta inhib	GSK3 alpha inh	HSF-1 act	HSF1 inh	SMILES
57	0	i	3	0	-1	4	-1	-1	-3	-3	CC1(C)CC(=O)C(C2=NC3(CCCCCC3)Cc3ccccc32)=C(O)C1
50	14	i	2	8	4	-6	-2	-1	-10	-5	Cc1cc(C(=O)OCC(=O)N2CC(C)OC(C)C2)ccc1[N+](=O)[O-] (stereo not drawn)
47	28	i	-1	1	1	-1	-1	-4	11	-2	COCCOC(=O)C1=C(C)NC(=O)NC1c1cccc(F)c1 (stereo not drawn)
